From PubChem BioAssay
p53 reactivation: restores transcriptional activity of mutant p53 | H1299 p53-A138V BP100-luciferase reporter, luminescence, 24 h | Potency, µM (series often up to 92.2 µM), inactives show at the highest dose activity change, positive = activation, most hits filed as activators | actives 0.063% (n = 320,000); also: % of control where 0% means no effect; nearly all actives have a fitted effect of over 45% in size
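H1299 (p53-null), stable ts p53-A138V + BP100-Luc; 1000 cells/well, Opti-MEM/10% FBS; cpd 4 pt, 1:5; 24 h, 37 deg C, 5% CO2; detection reagent 10 min RT; luminescence.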
BRCA1 expr up: activators of BRCA1 expression | MCF7-BRCA1-FFLuc reporter, luminescence, 48 h; response scale: scaled: vehicle 0%, 10 µM genistein 100% | Potency, µM (highest dose often 46.1 µM), for inactives: at the top dose activation, actives largely listed as activators | AID 624202 | actives 1.1% (n = 380,000); also: nearly all actives have a fitted effect of over 80% in size; some results filed as inactive show a strong effect at the top dose
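First, MCF7-BRCA1-FFLuc cells (2000/well) attach for 2 h; next, compounds are pin-added and incubated 48 h at 37 °C; finally, luciferase reagent is added and luminescence read after 15 min.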
ELG1 genotox: induces genotoxicity in HEK293T cells with luciferase-tagged ELG1; HEK293T ELG1-luciferase reporter, luminescence, 16 h; Potency, µM (highest dose often 46 µM), without a hit: at the highest dose activity change, positive = activation, usual class: activators; actives 1.3% (n = 330,000); AID 504466; also: % of control where 0% means no effect; nearly all actives have a fitted effect of over 60% in size
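Step 1: seed 2,000 HEK293T ELG1-luciferase cells per well. Step 2: add compound or DMSO, incubate 16 hr at 37 °C. Step 3: ONE-Glo, 30 min at room temperature, read luminescence.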
uPA generation: blocks generation of uPA at the cell surface; cell surface uPA generation assay, qHTS; Potency, µM (top dose mostly 38.3 µM), without a hit: top-dose activity change, negative = inhibition, actives largely listed as inhibitors; actives 0.31% (n = 330,000); AID 540303; active = well fitted inhibition curve with a large enough effect; inconclusive = small, poorly fitted or top-dose-only effect; inactive = no such curve, though single readings can be large or run the other way; tested in mouse RAW 264.7 cells; also: % is scaled to controls: 0 for no effect and ±100 for the full control effect; nearly all actives have a fitted effect of over 55% in size
An asterisk follows results filed as active; ? = inconclusive; [ ] = dose if it differs, or a comment. Unless noted, calls follow the shape of the dose curve; as a rule, active = well fitted activation curve with a large enough effect; inconclusive = small, poorly fitted or top-dose-only effect; inactive = no such curve, though single readings can be large or run the other way. Potency is read from the fitted curve at half-maximal effect. These rows are one share of the data, so the mix of outcomes need not match the whole.

SMILES | p53 reactivation | BRCA1 expr up | ELG1 genotox | uPA generation
O=S(=O)(N(Cc1ccccc1)[C@@H](CO)Cc1ccccc1)N(Cc1ccccc1)[C@@H](CO)Cc1ccccc1 | 2.1% | -3.3% | 12.9% | 18.3%
COc1cc(OC)cc(C(=O)N[C@H](C(=O)OCC(=O)Nc2ccc3c(c2)OCO3)C(C)C)c1 | -2.0% | -10.5% | -3.3% | -6.5%
Cc1noc(C)c1S(=O)(=O)N(C)C[C@H]1Oc2ccc(NC(=O)Cc3ccccc3)cc2C(=O)N([C@H](C)CO)C[C@@H]1C | 1.7% | -11.7% | 5.4% | 3.5%
O=C(COC(=O)c1cc(Cl)ccc1O)Nc1ccccc1C(=O)NC1CC1 | 4.6% | -16.5% | -2.4% | 2.6%
CC(C)(C)OC(=O)C[C@@H]1C/C=C\C[C@H](CC(=O)N[C@@H](CO)Cc2ccccc2)C(=O)N[C@H](C(C)(C)C)COC1=O | 0.0% | -8.7% | 0.5% | 6.9%
CCN(C[C@H]1N[C@@](Cc2ccccc2)(C(=O)OC)[C@H]2C(=O)N(Cc3ccccc3)C(=O)[C@@H]12)S(=O)(=O)c1ccc(OC(F)(F)F)cc1 | -4.9% | 0.0% | -1.0% | 17.8%
Cn1cccc1C(=O)Nc1ccc(Cl)c(S(=O)(=O)N2CCCCC2)c1 | 0.8% | -39.0% | -3.4% | -3.6%
CC(C)NC(=O)Nc1ccc2c(c1)C(=O)N([C@H](C)CO)C[C@H](C)[C@@H](CN(C)S(=O)(=O)c1cccs1)O2 | 1.5% | -5.1% | -2.1% | -0.7%
O=C(C[C@H]1C/C=C\CC[C@H](Cc2ccc(F)cc2)C(=O)O[C@@H](c2ccccc2)CNC1=O)N[C@@H](CO)Cc1ccccc1 | -9.9% | -72.4% | -6.0% | -14.5%
COc1ccc(CC(=O)NNC(=O)c2ccc(Br)s2)cc1OC | -9.1% | -14.1% | 2.6% | 1.1%
CCOc1ccccc1C(=O)NCC(=O)N1CCC(C)CC1 | 9.6% | 42.6% | 6.7% | -1.9%
CC1CCCCC12NC(=O)N(CC(=O)OCc1ccccc1F)C2=O (configuration not stated) | 1.4% | -20.3% | -0.8% | 2.3%

Ordered by the number under p53 reactivation (rising): 3 of the compounds above
compound,p53 reactivation
O=C(C[C@H]1C/C=C\CC[C@H](Cc2ccc(F)cc2)C(=O)O[C@@H](c2ccccc2)CNC1=O)N[C@@H](CO)Cc1ccccc1,-9.9%
COc1ccc(CC(=O)NNC(=O)c2ccc(Br)s2)cc1OC,-9.1%
Cn1cccc1C(=O)Nc1ccc(Cl)c(S(=O)(=O)N2CCCCC2)c1,0.8%

Remaining list, next part
SMILES | p53 reactivation | BRCA1 expr up | ELG1 genotox | uPA generation
CN(C(=O)CSc1nnnn1-c1ccc(Cl)cc1)C1CCS(=O)(=O)C1 (configuration not stated) | -0.5% | -4.3% | 4.3% | -1.4%
CC(NC(=O)NC(=O)c1ccc(F)cc1)C1CC1 (configuration not stated) | 25.1% | 76.1% | 0.0% | 3.7%
O=C(Cn1cnc2cc([N+](=O)[O-])ccc2c1=O)N1CCN(S(=O)(=O)c2ccccc2)CC1 | -1.1% | -23.2% | -3.8% | -1.2%
CCCCN(C(=O)c1cc(-c2ccncc2)nc2ccccc12)c1c(N)n(CC(C)C)c(=O)[nH]c1=O | 5.6% | 2.0% | -2.9% | -2.6%
NC1=NC(=O)/C(=C/c2ccccc2OCC(=O)Nc2ccc(F)cc2)S1 | 7.9% | -8.3% | 8.2% | 5.1%
COc1ccc(C(=O)COC(=O)c2cc(=O)c3ccccc3o2)cc1 | 0.4% | -6.3% | -0.3% | 2.2%
CCN1C[C@@H]2[C@@H]3C(=O)N(Cc4ccccc4)C(=O)[C@@H]3[C@](C)(C(=O)OC)N2C1=NC | 0.1% | 5.4% | 1.0% | 1.8%
CCC(CO)Oc1cc(NCc2ccncc2)c2ncn(C(C)C)c2c1 (configuration not stated) | -1.6% | 7.8% | 0.4% | 5.4%
CCN1C(=O)[C@H]2[C@@H](c3ccc(-c4ccc5c(c4)OCO5)c(OC)c3)N[C@@](C)(C(=O)OC)[C@H]2C1=O | -1.1% | 0.0% | 1.6% | 1.3%
O=C(NNC(=O)c1cccs1)c1ccc(Cl)c(S(=O)(=O)N2CCCC2)c1 | -3.7% | 1.1% | -2.0% | -7.2%
Cn1cnc(C(=O)NC2CCN(C(=O)OC(C)(C)C)CC2)c1C(=O)NC1CCN(C(=O)OC(C)(C)C)CC1 | 2.8% | 15.7% | -5.6% | 0.4%
O=C1N[C@@H](c2ccccc2)COC(=O)[C@@H](Cc2ccc(F)cc2)C/C=C\C[C@H]1CC(=O)N(CCO)Cc1ccccc1 | 3.0% | -69.2% | -10.1% | ?
O=C(COC(=O)Cn1cnc2ccccc21)Nc1ccc(F)c(F)c1 | -9.6% | -13.9% | ? | 1.2%
COc1cc(S(=O)(=O)N2CCN(C(=O)C3CC3)CC2)ccc1NC(C)=O | -5.4% | 6.4% | -2.3% | 5.5%
COc1cc(OC)cc(-c2c(-c3cccs3)c3cc(-c4ccc(OCc5ccccc5)cc4)ccc3n2C)c1 | -3.3% | 0.0% | -1.1% | 6.2%
CC[C@]1(C(=O)OC)[C@H]2C(=O)N(Cc3ccccc3)C(=O)[C@H]2[C@H]2CN(C)C(=NC)N21 | 9.2% | 14.5% | 4.1% | 19.7%
COc1ccc(CC(=O)OCC(=O)NC2CCCC(C)C2C)cc1 (configuration not stated) | -8.5% | -0.3% | 4.6% | 1.8%
C=CC(COCc1ccccc1)N(CC(=O)OC)S(=O)(=O)c1cc(Br)ccc1OC (configuration not stated) | -1.0% | -16.1% | -1.7% | -8.2%
CC(C)(C)NC(=O)C(c1ccc(-c2ccccc2)cc1)N(C[C@H]1CC[C@@H]([C@@H]2CC[C@H](CO)O2)O1)C(=O)c1ccccc1F (some centres not stated) | -10.1% | -51.4% | 0.9% | -14.3%
O=C(OCc1c(-c2ccccc2)ncc2ccccc12)c1ccco1 | 2.9% | 4.1% | -2.2% | -9.4%
CC(C)=CCC[C@](C)(O[C@@H]1O[C@H](CO[C@@H]2O[C@H](CO)[C@@H](O)[C@H](O)[C@H]2O)[C@@H](O)[C@H](O)[C@H]1O)C1CC[C@]2(C)C1C(=O)CC1[C@@]3(C)CC[C@H](O[C@H]4O[C@@H](CO)[C@H](O)[C@@H](O)[C@@H]4O)C(C)(C)C3CC[C@]12C (some centres not stated) | 4.8% | 1.3% | 3.0% | 0.5%
O=C(CN1C(=O)NC2(CCOc3ccccc32)C1=O)Nc1cccc([N+](=O)[O-])c1 (configuration not stated) | -6.4% | 5.1% | -4.8% | 3.0%
COc1cccc(CNCC(=O)NC(=O)NC2CCCC2)c1 | 17.1% | -28.3% | 4.6% | -0.6%
Cc1ccc(C(=O)O)cc1NC(=O)CSc1nnc(-c2ccccc2F)n1C1CCCCC1 | -15.2% | 2.4% | 0.7% | -23.1%
COc1cc(OC)cc(-c2cc3cc(F)ccc3cn2)c1 | 11.5% | ? | ? | ?
C[C@H]1CN([C@@H](C)CO)C(=O)c2cc(NC(=O)Nc3cccc4ccccc34)ccc2O[C@@H]1CN(C)Cc1ccc(-c2ccccc2)cc1 | 5.7% | -6.8% | 0.5% | -9.6%
Cn1c(N)c(C(=O)COC(=O)c2ccccc2C(=O)c2ccc(Cl)cc2)c(=O)n(C)c1=O | 18.4% | -40.9% | 0.2% | 1.5%
O=C(COC(=O)c1ccc(Br)o1)Nc1ccc(F)cc1[N+](=O)[O-] | 5.3% | -12.5% | 1.0% | -15.7%
O=C1[C@@H](Oc2ccccc2)[C@@H](c2cccnc2)N1c1ccccc1 | -5.4% | -4.4% | -7.4% | ?
COc1cc(OC)cc(C(=O)NNC(=O)CCNS(=O)(=O)c2ccc(Br)cc2)c1 | -9.8% | -15.0% | -1.1% | 1.2%
O=C1CN(S(=O)(=O)c2cccc(Br)c2)CCN1 | 10.6% | 7.8% | -4.3% | 2.3%
O=C(Nc1nccs1)c1nc[nH]c1C(=O)N1CCN(c2ccccc2)CC1 | 4.0% | 47.1% | -2.3% | 7.2%
COc1ccc(CN2C(=O)C(C)Nc3ncnc(N4CCOCC4)c32)cc1 (configuration not stated) | 1.8% | -38.2% | 16.5% | ?
CC1(C)C(=O)Nc2ccccc2N1C(=O)COc1ccccc1C#N | 6.9% | -10.3% | 3.1% | -1.3%
CCOC(=O)C1=CN(CC)S(=O)(=O)NC1c1cccc(OC)c1 (configuration not stated) | -0.8% | -6.2% | 0.0% | 12.6%
Cc1ccc(/C=C/C(=O)OCC(=O)NCc2cccs2)o1 | 21.2% | 9.5% | 2.6% | -1.7%
CC(NC(=O)COC(=O)C1CC1C)c1cccc(Cl)c1 (configuration not stated) | -6.7% | 9.6% | 0.4% | -7.1%
COc1ccc(NS(=O)(=O)c2cc(NC(=O)COc3ccccc3)ccc2N2CCOCC2)cc1 | -2.6% | -6.5% | 0.6% | -2.2%
COc1ccc(NC(=O)CNC(=O)C2CCCCC2)cc1OC | 5.1% | 15.0% | 2.9% | ?
COc1ccc(S(=O)(=O)Nc2ccccc2C(=O)NN2CCOCC2)cc1OC | -0.9% | -6.8% | -1.1% | -2.5%
C[C@H](CO)N1C[C@H](C)[C@@H](CN(C)Cc2ccc3c(c2)OCO3)Oc2ccc(NC(=O)Cn3cnnn3)cc2C1=O | 2.0% | 4.6% | 0.8% | -3.3%
O=C(CNC(=O)C1CC1)Nc1ccc(F)c(F)c1F | 4.2% | -10.4% | -0.5% | 1.3%
C=CCN(c1ccccc1OC)S(=O)(=O)c1cccc(C(=O)OCC(=O)N2CCOCC2)c1 | -10.0% | -7.0% | -0.1% | -13.0%
CCC(C)Sc1cccc(-c2nc3ccccn3c2NCc2ccccc2)c1 (configuration not stated) | 10.7% | 15.8% | -4.5% | ?
CCCN=C1N(CC)C[C@@H]2[C@@H]3C(=O)N(Cc4ccccc4)C(=O)[C@@H]3[C@](Cc3ccccc3)(C(=O)OC)N12 | -4.3% | 4.8% | 3.6% | 6.4%
O=C(NNC(=O)c1ccccn1)c1ccc(OC(F)F)cc1 | ? | -63.7%[inhibitor] | ? | -11.0%
O=C(O)COc1ccccc1C=NNC(=O)c1ccc(NS(=O)(=O)c2cccs2)cc1 | ? | -5.6% | 4.4% | -1.5%
Cc1cc(C(=O)OCC(=O)NC2CCCCC2C)c2ccccc2n1 (configuration not stated) | 5.0% | -12.5% | -2.9% | -1.2%
Cc1ccc(C(C)C)c(OCC(=O)NN=C2CCCC(=O)C2)c1 | -1.6% | -14.1% | -0.5% | -0.2%
CN(CC(=O)O)C(=O)c1ccccc1 | 2.3% | 9.7% | 2.9% | -1.8%
COc1ccccc1-c1nnc2n1N=C(c1ccc(OC(F)F)c(OCC3CC3)c1)CS2 | 4.6% | -21.7% | 7.9% | -84.7%
COc1ccc(S(=O)(=O)N(C)C[C@H]2Oc3ccc(NC(=O)NC4CCCCC4)cc3C(=O)N([C@H](C)CO)C[C@@H]2C)cc1 | 13.5% | -32.1% | -1.8% | 7.2%
O=C(c1cc(-c2ccccc2Cl)nc2ccccc12)N1CCN(c2ccccn2)CC1 | 0.3% | 8.9% | -9.2% | -1.0%
COc1ccc(NC(=O)CSc2nc3nc(C)cc(C)c3c(=O)[nH]2)cc1OC | -6.6% | -33.3% | 3.8% | -9.7%
COC(=O)c1ccccc1S(=O)(=O)N1CCC(C(=O)Nc2ccc(N3CCOCC3)cc2)CC1 | 4.9% | -34.4% | 0.8% | 4.1%
O=C(C[C@H]1C/C=C\CC[C@H](Cc2ccc(F)cc2)C(=O)OC[C@H]2CCCN2C1=O)N[C@@H](CO)Cc1ccccc1 | 1.8% | -44.9% | 0.0% | 1.8%
O=C1[C@@H](Oc2ccccc2)[C@@H](c2ccncc2)N1c1ccccc1 | 1.1% | -0.7% | -2.2% | ?
Cc1ccc(NC(=O)COC(=O)CNC(=O)C2CCCCC2)cc1S(=O)(=O)N(C)C | 5.6% | -14.7% | -3.4% | 4.5%
COc1ccc(-c2cccc3c2NC(=O)C3=O)cc1OC | 14.3% | 4.4% | 5.2% | ?
Oc1ccccc1-c1ccn[nH]1 | 11.4% | -4.6% | 3.3% | -1.4%
COc1cc(OC)c(N(C)S(=O)(=O)c2cccc(C(=O)Nc3nccs3)c2)cc1Cl | -9.9% | -63.1% | -16.5% | 0.1%
